E-selectin induc = E-selectin induction on HUVECs; P16581; 0.37% of 260,000 active; AID 686992; HUVEC E-selectin immunofluorescence imaging; normalized: neutral wells 0, TNF-alpha wells 100; activation, % at 7.58 µM;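 active means mean E-selectin-positive cell signal at least 10% of the positive control, reached in at least 60% of replicates, without over 20% cell loss; inconclusive means no rule given, readout overlaps actives, possibly toxicity-flagged; inactive means the rest, including those meeting only one limit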;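 further: in these data hits start at about 27%; measured in HUVEC primary endothelial cells; signal is the percent of cells scored E-selectin positive by PE staining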
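System: HUVEC, human umbilical vein endothelial cells; quantity: 3,000 cells/well; buffer or medium: EGM-2 medium, gelatin-coated wells; dosing: single-point compound dose; detection: immunofluorescence imaging; evaluation: % PE-positive cells; benchmarks: TNF-alpha, DMSO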
SIRT5 block = sirtuin-5 (human) deacylase inhibition. 1.1% of 330,000 active. Purified SirT5, succinyl-peptide AMC, trypsin-coupled fluorescence. Q9NXA8. inhibition, % at 15 µM; in the data active means inhibition above about 15%; inconclusive means no clear call, values can overlap the other calls
Target sequence (Q9NXA8 whole entry, looked up): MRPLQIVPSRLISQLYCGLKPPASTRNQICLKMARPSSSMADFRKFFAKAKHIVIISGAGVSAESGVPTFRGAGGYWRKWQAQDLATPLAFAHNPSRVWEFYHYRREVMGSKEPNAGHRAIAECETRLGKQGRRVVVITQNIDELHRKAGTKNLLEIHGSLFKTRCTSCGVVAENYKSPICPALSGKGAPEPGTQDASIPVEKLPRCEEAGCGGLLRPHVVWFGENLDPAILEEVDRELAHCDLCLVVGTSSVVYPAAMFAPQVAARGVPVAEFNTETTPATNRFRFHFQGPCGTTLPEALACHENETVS
ERp5 inh = ERp5 (human) disulfide isomerase inhibition. Q15084. ERp5 insulin aggregation, absorbance 650 nm, 90 min. inhibition, % at 9.99 µM. 0.05% of 350,000 active;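 active means mean replicate inhibition above about 25%, with every replicate also reaching it, limit read from the data, passing the limit was not always enough; inconclusive means only one of those two criteria met; inactive means neither criterion met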
Target sequence (Q15084 whole entry, looked up): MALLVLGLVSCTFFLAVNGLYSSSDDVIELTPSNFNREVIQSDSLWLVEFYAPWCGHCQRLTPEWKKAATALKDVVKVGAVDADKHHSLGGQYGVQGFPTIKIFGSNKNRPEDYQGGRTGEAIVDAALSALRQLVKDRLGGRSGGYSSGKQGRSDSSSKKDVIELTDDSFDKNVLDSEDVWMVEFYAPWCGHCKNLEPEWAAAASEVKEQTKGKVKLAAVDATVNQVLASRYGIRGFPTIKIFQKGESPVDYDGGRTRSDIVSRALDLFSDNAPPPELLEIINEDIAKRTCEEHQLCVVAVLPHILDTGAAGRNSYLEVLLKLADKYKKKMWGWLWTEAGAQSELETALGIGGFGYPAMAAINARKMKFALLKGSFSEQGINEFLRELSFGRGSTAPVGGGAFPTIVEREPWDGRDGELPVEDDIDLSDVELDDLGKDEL
DENV2 CPE = inhibitors of DENV2 cytopathic effect. DENV2-infected cells, cytopathic effect rescue, plate reader. CPE inhibition, % at 9.99 µM. 1.7% of 350,000 active; in the data active means CPE inhibition above about 20%, passing the limit was not always enough; inconclusive means no clear call, values can overlap the other calls; tested in BHK-21 cells;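 further: 0% = median of neutral control wells and 100% = median of positive control wells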
C2C12 statin = protects C2C12 myotubes from simvastatin toxicity. ATP luminescence, 48 h; scaled: DMSO 0, geranylgeraniol control 100. rescue of ATP level, % at 7.49 µM. 0.78% of 330,000 active. AID 602340;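 active means mean ATP rescue above about 67%, or every replicate alone reaching that limit, limit read from the data, passing the limit was not always enough; inconclusive means no clear call, values can overlap the other calls; inactive means mean under the limit and some replicate under it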;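 further: myotubes were challenged with 10 µM simvastatin during compound exposure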
S100A4 inh HTS = inhibitors of human S100A4 binding to myosin IIA peptide; S100A4/TAMRA-MyoIIA peptide fluorescence polarization; inhibition, % at 10.7 µM; 0.14% of 360,000 active; AID 652163;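 active means mean inhibition of at least 70% across replicates, with every replicate also reaching that level; inconclusive means mean inhibition reaches 70% but some replicates fall short; inactive means mean inhibition below 70%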
Target sequence (P26447 whole entry, looked up): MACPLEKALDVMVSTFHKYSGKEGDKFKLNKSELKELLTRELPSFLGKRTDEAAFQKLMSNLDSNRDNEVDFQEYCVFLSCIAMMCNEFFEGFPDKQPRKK
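System – human S100A4 monomer protein, biochemical binding assay · Buffer or medium – Calcium-containing HEPES buffer, pH 7.2 · Timing – 5 min between mix addition and reading · Also added – TAMRA-labelled myosin IIA heavy-chain peptide probe, 5 nM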
PglD inh = PglD (C. jejuni) enzyme inhibition; purified PglD enzyme, DTNB colorimetric CoA detection; inhibition, % at 12.5 µM; 0.098% of 360,000 active; AID 602405; in the data active means inhibition above about 16%, passing the limit was not always enough; inconclusive means no clear call, values can overlap the other calls; further: strong numbers were not always called active
Starred values were filed as active, the others as inactive; ? = inconclusive; nt = no result given.

Start of the data: the first 2 records, to show the layout:
entry | SMILES | E-selectin induc | SIRT5 block | ERp5 inh | DENV2 CPE | C2C12 statin | S100A4 inh HTS | PglD inh
1 | NC(=S)NN=C1CCC2(CCCCC2)CC1 | nt | 25.3* | 2.5 | -1.3 | -1.1 | 3.0 | nt
2 | CC(C)c1ccc(Nc2cnn(C34CC5CC(CC(CC(=O)O)(C5)C3)C4)c(=O)c2Cl)cc1 | nt | -1.2 | -0.1 | -3.3 | 18.7 | -1.1 | 1.0

This part in full, repeating the preview:
entry | SMILES | E-selectin induc | SIRT5 block | ERp5 inh | DENV2 CPE | C2C12 statin | S100A4 inh HTS | PglD inh
1 | NC(=S)NN=C1CCC2(CCCCC2)CC1 | nt | 25.3* | 2.5 | -1.3 | -1.1 | 3.0 | nt
2 | CC(C)c1ccc(Nc2cnn(C34CC5CC(CC(CC(=O)O)(C5)C3)C4)c(=O)c2Cl)cc1 | nt | -1.2 | -0.1 | -3.3 | 18.7 | -1.1 | 1.0
3 | C[C@@H]1CN([C@H](C)CO)C(=O)Cc2cc(NC(=O)Nc3ccc4c(c3)OCO4)ccc2O[C@@H]1CN(C)Cc1ccc(Oc2ccccc2)cc1 | 0.4 | 0.6 | 0.9 | nt | -93.6 | -4.9 | -1.2
4 | NS(=O)(=O)c1cccc(NC(=O)CC(NC(=O)c2ccccc2Cl)c2ccccc2)c1 (stereo not drawn) | -0.4 | 4.9 | -1.8 | 12.8 | 3.8 | -4.8 | -3.3
5 | COc1ccc2oc(C(=O)OC(C)C(=O)N3CCC(C)CC3)c(C)c2c1 (stereo not drawn) | nt | -4.8 | -1.2 | 34.1* | 10.3 | 1.1 | 0.4
6 | CCCCCCC(=O)Nc1nc(C)c(-c2csc(Nc3ccccc3OC)n2)s1 | nt | nt | 1.9 | ? | 6.8 | -7.4 | -7.6
7 | CSCCC(=O)N1CCC(n2nccc2NC(=O)c2ccc3c(c2)OCO3)CC1 | -4.2 | 0.5 | 2.5 | -6.8 | -26.5 | -7.3 | 4.5
8 | COc1ccc(OC)c(-c2cc(C(=O)Nc3ccccc3C(N)=O)c3ccccc3n2)c1 | 0.2 | -3.9 | 5.5 | -1.3 | nt | 6.9 | -4.6
9 | C[C@H](NC(=O)C[C@H]1CC[C@@H](NC(=O)Cc2ccccn2)[C@H](CO)O1)c1ccccc1 | 0.0 | 0.0 | -0.6 | 0.2 | 8.8 | 3.4 | -3.6
10 | O=C(NC[C@H]1[C@H](c2ccccc2)[C@@H](CO)N1C(=O)C1CC1)NC1CCCC1 | -0.1 | 10.2 | -1.1 | 4.5 | -15.5 | 51.1 | 1.9
11 | CCn1c(=O)c(C(=O)Nc2ccc(C)cc2)c(O)c2ccccc21 | nt | -1.2 | -0.9 | -4.8 | -12.0 | -3.8 | -2.2
12 | CCCC#Cc1cnc2c(c1)C(=O)N([C@@H](C)CO)C[C@@H](C)[C@H](CN(C)C(=O)NC1CCCC1)O2 | 0.3 | -3.4 | -1.2 | -1.3 | 6.2 | 19.7 | 2.3
13 | Cc1ccc(NC(=O)CSc2nc(=O)n(CCCN(C)C)c3c2CCC3)c(C)c1 | -0.1 | 0.1 | 4.4 | 1.0 | -6.0 | -2.6 | 0.4
14 | O=C(COC(=O)Cc1c[nH]c2ccccc12)Nc1c(Cl)cccc1C(F)(F)F | 0.0 | 6.6 | 3.5 | -3.9 | nt | 9.2 | nt
15 | O=C(NCC[C@@H]1CC[C@H](NC(=O)c2ccncc2)[C@@H](CO)O1)Nc1ccc(Cl)cc1 | 0.1 | -6.1 | -11.2 | 0.9 | -0.6 | 15.4 | -0.7

Reformatted: entries from further up
The line under a structure holds: E-selectin induc | SIRT5 block | ERp5 inh | DENV2 CPE | C2C12 statin | S100A4 inh HTS | PglD inh
#4 NS(=O)(=O)c1cccc(NC(=O)CC(NC(=O)c2ccccc2Cl)c2ccccc2)c1 (stereo not drawn)
→ -0.4 | 4.9 | -1.8 | 12.8 | 3.8 | -4.8 | -3.3
#5 COc1ccc2oc(C(=O)OC(C)C(=O)N3CCC(C)CC3)c(C)c2c1 (stereo not drawn)
→ nt | -4.8 | -1.2 | 34.1* | 10.3 | 1.1 | 0.4
#6 CCCCCCC(=O)Nc1nc(C)c(-c2csc(Nc3ccccc3OC)n2)s1
→ nt | nt | 1.9 | ? | 6.8 | -7.4 | -7.6
#7 CSCCC(=O)N1CCC(n2nccc2NC(=O)c2ccc3c(c2)OCO3)CC1
→ -4.2 | 0.5 | 2.5 | -6.8 | -26.5 | -7.3 | 4.5
#8 COc1ccc(OC)c(-c2cc(C(=O)Nc3ccccc3C(N)=O)c3ccccc3n2)c1
→ 0.2 | -3.9 | 5.5 | -1.3 | nt | 6.9 | -4.6
#9 C[C@H](NC(=O)C[C@H]1CC[C@@H](NC(=O)Cc2ccccn2)[C@H](CO)O1)c1ccccc1
→ 0.0 | 0.0 | -0.6 | 0.2 | 8.8 | 3.4 | -3.6
#10 O=C(NC[C@H]1[C@H](c2ccccc2)[C@@H](CO)N1C(=O)C1CC1)NC1CCCC1
→ -0.1 | 10.2 | -1.1 | 4.5 | -15.5 | 51.1 | 1.9
#11 CCn1c(=O)c(C(=O)Nc2ccc(C)cc2)c(O)c2ccccc21
→ nt | -1.2 | -0.9 | -4.8 | -12.0 | -3.8 | -2.2
#12 CCCC#Cc1cnc2c(c1)C(=O)N([C@@H](C)CO)C[C@@H](C)[C@H](CN(C)C(=O)NC1CCCC1)O2
→ 0.3 | -3.4 | -1.2 | -1.3 | 6.2 | 19.7 | 2.3
#13 Cc1ccc(NC(=O)CSc2nc(=O)n(CCCN(C)C)c3c2CCC3)c(C)c1
→ -0.1 | 0.1 | 4.4 | 1.0 | -6.0 | -2.6 | 0.4
#14 O=C(COC(=O)Cc1c[nH]c2ccccc12)Nc1c(Cl)cccc1C(F)(F)F
→ 0.0 | 6.6 | 3.5 | -3.9 | nt | 9.2 | nt
#15 O=C(NCC[C@@H]1CC[C@H](NC(=O)c2ccncc2)[C@@H](CO)O1)Nc1ccc(Cl)cc1
→ 0.1 | -6.1 | -11.2 | 0.9 | -0.6 | 15.4 | -0.7

Additional entries follow.
entry | SMILES | E-selectin induc | SIRT5 block | ERp5 inh | DENV2 CPE | C2C12 statin | S100A4 inh HTS | PglD inh
16 | COC(=O)C[C@H]1C=C[C@@H](NC(=O)c2ccccc2)[C@@H](CO)O1 | 10.8 | 4.4 | -4.9 | -5.3 | -4.8 | 1.0 | -0.2
17 | COC(=O)C(Cc1ccccc1)OS(N)(=O)=O (stereo not drawn) | 0.0 | -2.3 | 4.5 | -5.0 | 5.5 | -4.9 | 0.8
18 | COC(=O)c1ccsc1NC(=O)CCc1ccccc1 | nt | -1.7 | 0.5 | -5.9 | 8.0 | 2.1 | 0.9
19 | CCSc1cc(N2CCCC2)nc(-c2ccc(Cl)cc2)n1 | 1.9 | -2.8 | 0.4 | 1.0 | 3.5 | 2.2 | 7.1
20 | COc1ccc(N=Cc2c(C)[nH][nH]c2=O)cc1 | nt | 2.0 | -2.3 | 6.5 | 1.4 | -9.6 | -3.2
21 | C=CCn1c(C)c(C(C)=O)cc(NC(=O)c2ccccc2)c1=O | nt | 1.2 | 0.7 | ? | nt | 1.2 | nt
22 | COc1ccc(C2(c3ccc(OC)cc3)NC(=O)N(CC(=O)Nc3ccccc3C(F)(F)F)C2=O)cc1 | -0.7 | 0.4 | -1.7 | -6.4 | 18.4 | 1.2 | -1.9
23 | CN(C)C(=O)CCc1ccc2c3c([nH]c2c1)[C@]1(CCC2CCCC2)[C@@H](C(=O)N2CCOCC2)C[C@H](CC(=O)NCC24CC5CC(CC(C5)C2)C4)C(=O)N1CC3 | 0.0 | nt | 2.4 | 9.4 | -0.1 | 0.5 | -2.0
24 | COc1ccc(-c2cc(C(=O)O)no2)cc1 | nt | -2.9 | -3.8 | -5.7 | nt | -18.1 | nt
25 | CCc1ccc(C(=O)Nc2nnn(CC)n2)cc1 | nt | -6.7 | 8.2 | nt | 1.0 | -3.9 | 8.7
26 | COC(=O)c1ccc(COc2ccc(/C=N/NC(N)=S)cc2)o1 | nt | -2.4 | -0.5 | -0.7 | nt | -5.2 | -5.0
27 | CCCNC(=O)Nc1ccc2c(c1)C(=O)N(C)[C@H]1CC[C@H](CC(=O)NC3CCC3)O[C@@H]1CO2 | 0.1 | 1.1 | -0.5 | ? | 5.0 | 34.1 | -1.3
28 | O=C(c1cc(COc2ccc(F)cc2F)on1)N1CCN(C(=O)c2ccco2)CC1 | -1.4 | 2.0 | -16.7 | -8.4 | nt | 3.4 | -4.0
29 | C[C@@H]1COc2cccc(N(C)CCO)c2S(=O)(=O)N1 | 1.6 | -4.5 | 4.0 | 2.4 | nt | 4.3 | nt
30 | COc1ccc(N(C(=O)c2csnn2)C(C(=O)NC2CCCC2)c2ccccc2)cc1 (stereo not drawn) | 2.4 | -5.7 | -6.1 | 9.1 | 7.9 | 0.8 | 3.4
31 | Cn1c(=S)n(/N=C/c2cccs2)c2ccccc21 | 1.0 | -5.0 | 3.3 | -0.8 | 0.2 | -0.3 | 7.5
32 | C/C=C/c1ccc([C@@H]2[C@@H](CNC(C)=O)N(Cc3ccccn3)[C@H]2CO)cc1 | 0.0 | nt | nt | 12.1 | -6.7 | nt | 1.0
33 | C[C@H]1CN([C@@H](C)CO)S(=O)(=O)c2ccc(-c3cncnc3)cc2O[C@@H]1CN(C)C(=O)C1CCC1 | 0.6 | 5.5 | -5.6 | 10.1 | 1.8 | -2.6 | 4.6
34 | C[C@H](CO)N1C[C@H](C)[C@H](CN(C)S(C)(=O)=O)Oc2ncc(-c3cccc(C(F)(F)F)c3)cc2C1=O | -0.3 | -3.7 | -2.7 | 2.1 | 0.9 | -2.8 | 0.1

This is a subset; count on the stated rates, not on these rows.
